Screening data: PubChem, National Center for Advancing Translational Sciences (NCATS)
p53ts 32C tox = p53ts cell cytotoxicity, permissive temperature. H1299-p53A138V at 32C, ATP luminescence viability, 24 h. Potency, µM (top dose mostly 46.1 µM), without a hit: at the top dose activity change, negative = cytotoxicity, actives largely listed as cytotoxic. 0.93% of 130,000 active. AID 924;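 also: 0% = DMSO and -100% = full killing by reference compound; nearly all actives have a fitted effect of over 55% in size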
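Cells: H1299 p53ts (A138V), 600/well, pre-incubated 16–30 h at 37C. Cpd up to 46 uM, 24 h, 32C. Readout: ATPlite luminescence, 20 min RT. Normalization: DMSO vs tamoxifen 100 uM. AC50 by Hill equation.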
p53ts 39C tox = kills p53ts cells at the nonpermissive temperature; H1299-p53A138V viability at 39C, ATP luminescence, 24 h; Potency, µM (titrated, usually from 46.1 µM), for the others: at the top dose activity change, negative = cell killing, actives largely listed as cytotoxic; 1.5% of 130,000 active; also: nearly all actives have a fitted effect of over 55% in size
IkB sig inh = inhibitors of IkB signaling in ABC-DLBCL cells. AID 445. Potency, µM (titrated, usually from 57.1 µM), for the others: at the highest dose IkBa stabilization activation. ABC-DLBCL IkBa-CBG/CBR dual luciferase ratio, 4 h; response scale: scaled: untreated 0%, proteasome inhibitor 100%. 0.04% of 110,000 active; active = well fitted curve in the direction sought with a large enough effect in the signal ratio, not every such curve was filed as active; inconclusive = small, poorly fitted or top-dose-only effect, or a change in a side signal; the % refers to the signal ratio;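 also: the direction sought is a rising ratio; 0% = basal untreated cells and 100% = reference inhibitor full response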
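Curves were fitted separately to fusion (green), unfused (red) and ratio luminescence, then classed by r2, magnitude and activity. Cells: OCI-Ly3, 4 h compound plus doxycycline at 37C; 10 uM MG-132 defined full response.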
Imprint erasure = induces erasure of genomic imprints in mouse ES cells. mouse ES Peg3-LacZ reporter, beta-gal luminescence, 40 h. Potency, µM (titrated, usually from 60.7 µM), without a hit: at the top dose activity change, positive = activation, most hits filed as activators. 0.02% of 110,000 active. AID 1948;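 also: 0% = negative control wells on the plate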
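Gelatin-coated wells received 300 freshly trypsinized female ES cells with a Peg3LacZ-Neo reporter on the maternal allele, then incubated 40 hours at 37C. BetaGlo was added for 5 minutes at room temperature before a single luminescence read.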
* hit, by the source's call; u = inconclusive; x = not tested or not shown; [ ] = another dose, or the depositor's remark. Unless noted, calls follow the shape of the dose curve; as a rule, active = well fitted curve in the direction sought with a large enough effect; inconclusive = small, poorly fitted or top-dose-only effect, or another doubt; inactive = no such curve, though single readings can be large; an effect the other way counts as inactive or inconclusive. Unless noted, % is scaled to controls: 0 for no effect and ±100 for the full control effect; potency is read from the fitted curve at half-maximal effect.

Values run as follows: p53ts 32C tox, p53ts 39C tox, IkB sig inh, Imprint erasure
COc1cccc(Nc2nc3ccc(C(=O)c4ccccc4)cc3n3c(C)nnc23)c1
→ -5%, -5%, 1.7%, -9%[10.9 µM]
CCOc1cc(C(=O)Nc2c(NC)c3ccccc3oc2=O)cc(OCC)c1OCC
→ 6%, 4%, u, 11%[10.9 µM]
Cc1ccc(-n2ncc(C(=O)NCc3ccccc3C)c2-n2cccc2)cc1
→ 13%, -7%, u, 10%[10.9 µM]
Cc1ccc2[nH]c(=O)c3cc(C(=O)NCCc4ccc(Cl)cc4)sc3c2c1
→ -2%, -18%, -0.1%, -12%[10.9 µM]
COc1ccc(SCc2cc(=O)c3cc(Cl)ccc3[nH]2)cc1
→ -16%, -2%, -1.3%, -8%[10.9 µM]
COCCCNC(=O)CN(c1cccc(Cl)c1C)S(C)(=O)=O
→ -6%, 5%, 2.4%, -3%
COc1ccc(NC(=O)c2c(-c3ccc(C)cc3)nnc3ccccc23)c(OC)c1
→ -4%, -6%, 3.2%, -4%[10.9 µM]
CC[C@H](CN(C)C)C(=O)c1ccco1
→ 10%[9.22 µM], 6%[9.22 µM], 0.7%[11.4 µM], -14%[10.9 µM]
CCn1c(SCC(=O)c2ccccc2)nnc1-c1cnccn1
→ -23%, -18%, u, -26%
CCOC(=O)N/N=C1/C[C@@H](O)[C@@H](O)[C@@H]2[C@@H]3C(=O)N(C(C)(C)C)C(=O)[C@H]3CC[C@H]12
→ 2%[9.22 µM], 7%[9.22 µM], x, x
Cc1nnc(NC(=O)CN2C(=O)c3ccccc3S2(=O)=O)s1
→ 8%, 6%, 1.6%, -5%
COc1ccc(OC)c(CNC(=O)Cc2ccc(NC(=O)N3CCSc4ncccc43)cc2)c1
→ -3%, -4%, u, -6%[10.9 µM]
CC[C@@H](c1ccccc1)n1c(=O)n2n(c1=O)[C@H]1[C@H](O)[C@H]3O[C@@H]3/C(=N/OCc3ccccc3)[C@@H]1CC2
→ 2%[9.22 µM], 3%[9.22 µM], x, x
CC(=O)c1ccccc1OCC(O)CN1CCN(C(c2ccccc2)c2ccccc2)CC1 (stereo unspecified)
→ 13%, u, u, -15%
Cn1cccc1C(=O)N1CCC2(CCCN(C(=O)Nc3cccc(C#N)c3)C2)CC1
→ -1%, -5%, -2.0%[11.4 µM], x
COc1cccc(NC(=O)CN(CCc2ccccc2)S(=O)(=O)c2ccc(Cl)cc2)c1
→ -14%, -10%, u, -5%[10.9 µM]
O=C1CC(C(=O)N(CC2CCCO2)C(C(=O)NC2CCCCC2)c2ccncc2)CS1 (stereo unspecified)
→ -2%, 4%, u, -1%
O=C(Nc1ccccc1C(F)(F)F)N1CC=C(c2c[nH]c3ccccc23)CC1
→ 16%, 12%, -2.4%, 14%[10.9 µM]
COc1cccc(-n2ccn(CC(=O)NCc3ccc(C)cc3)c(=O)c2=O)c1
→ -3%, -29%, -0.4%, -15%[10.9 µM]
COc1ccc(Cl)cc1-n1nnc(-c2nc(-c3ccccc3)no2)c1C
→ -1%, -11%, -0.3%, 1%[10.9 µM]
O=C(NC1CCCCC1)C(c1ccncc1)N(CC1CCCO1)C(=O)C(F)(F)F (stereo unspecified)
→ -4%, -10%, 1.1%, -9%
O=S(=O)(NCc1ccncc1)c1ccc(S(=O)(=O)NCC2CCCO2)cc1 (stereo unspecified)
→ -8%, -14%, 2.9%, -22%
Cc1cccc(OCC(=O)Nc2c(C(=O)N3CCN(c4ccccc4)CC3)oc3ccccc23)c1
→ 5%, 0%, 0.6%, -12%[10.9 µM]
CCOC(=O)c1c(C)c(C(=O)Nc2ccccc2)c(C)n1CC
→ -3%, 2%, -0.9%, -6%
Cc1ccc(Nc2nc(N)nc(CN3CCN(c4ccccc4)CC3)n2)cc1Cl
→ -5%, -10%, u, -6%
O=C(NCc1ccco1)C12CC3CC(C1)CC(C(=O)NCc1ccco1)(C3)C2
→ -9%, 12%, 5.0%, -5%
O=C(CC1C(=O)N(c2ccc(F)cc2)C(=O)N1Cc1cccnc1)Nc1ccc(F)cc1 (stereo unspecified)
→ 10%, 3%, 1.9%, 5%[10.9 µM]
COc1ccc(Cn2c(CNS(=O)(=O)c3ccc4c(c3)CCCC4)nc3cccnc32)cc1
→ 2%, u, -0.9%, 27%[10.9 µM]
CCOc1ccccc1C(=O)Oc1c(S(=O)(=O)c2ccc(C)cc2)c(C)nn1-c1ccccc1
→ 5%, -21%, u, -5%[10.9 µM]
CCOC(=O)CNC(=O)CN1CCCN(S(=O)(=O)c2ccc(Br)s2)CC1
→ -25%, 6%, 1.1%, -10%
CCC(C)(C)n1nnnc1C(c1cc2cc3c(cc2[nH]c1=O)OCO3)N1CCN(C)CC1 (stereo unspecified)
→ -18%, -4%, -0.5%, -2%
Oc1ccc(NCc2ccccc2OCc2ccccc2Cl)cc1
→ 0%, -7%, u, -9%[10.9 µM]
COc1cccc(-c2nnc(-c3ccc(C(F)(F)F)cc3)o2)c1OC
→ -25%, -13%, x, x
O=S(=O)(c1ccc2nc(COc3ccccc3)[nH]c2c1)N1CCOCC1
→ -6%, -4%, 0.9%, -9%
Cc1ccccc1CN1CCN(CC(=O)NCc2ccc3c(c2)OCO3)C1=O
→ 7%, 2%, 2.0%, -7%
COC(=O)[C@@H]1C[C@H]1[C@@H](NS(=O)(=O)c1ccccc1)c1ccccc1
→ 0%, -3%, x, -7%
c1cncc(C2Nc3ccccc3-c3nc4ccccc4n32)c1 (stereo unspecified)
→ -15%, -24%, -0.1%, -66%[inhibitor]
CCn1c(=O)c(=O)[nH]c2cc(C(=O)Nc3ccc(S(=O)(=O)N4CCCC4)cc3)ccc21
→ 3%, 11%, 1.7%, -15%
CCOC(=O)c1cc(-c2ccc(C)cc2)n(CC(=O)NCc2ccco2)c1C
→ 2%, -2%, 0.1%, -5%
COc1ccc(NC(=O)Cn2c(SCc3c(F)cccc3Cl)nc3ccncc32)cc1OC
→ 3%, 13%, u, -15%[10.9 µM]
C[C@@H]1O[C@@H](O)[C@@H](O)[C@H](O)[C@H]1O
→ -3%[9.22 µM], -8%[9.22 µM], 0.1%[11.4 µM], -6%[10.9 µM]
COc1cccc(-c2cc(C(=O)Nc3c(C)nn(Cc4ccccc4)c3C)no2)c1
→ 12%, 3%, u, -18%
CCOc1ccccc1NC(=O)C1=C(C)Nc2ncnn2C1c1ccc(NC(C)=O)cc1 (stereo unspecified)
→ -7%, 5%, u, -6%[10.9 µM]
Cc1cc(C)c(NC(=O)Cn2c(=O)n(-c3ccc(F)cc3)c(=O)c3c(C)c(C(=O)N(C)C)sc32)c(C)c1
→ 11%, -11%, -1.8%, 12%[10.9 µM]
O=c1nc(N2CCOCC2)ccn1Cc1ccc(Br)cc1
→ 2%, 19%, -1.4%, -7%
COc1cc(/C=N/NC(=O)C(C)Nc2n[nH]c(=O)[nH]c2=O)cc(OC)c1O (stereo unspecified)
→ 6%, 22%, x, x
CC(C)Oc1ccc(CNC(=O)C2CCCCN2S(=O)(=O)c2ccc(F)cc2)cc1 (stereo unspecified)
→ 2%, -7%, -1.1%, 8%[10.9 µM]
COc1ccccc1CNC(=O)CN1C(=O)CCc2cc(S(=O)(=O)N3CCCCC3)ccc21
→ 12%, 4%, 1.9%, -9%[10.9 µM]
CCc1ccc(-n2c(=O)c3c4c(sc3n(CC(=O)N3CCC(C)CC3)c2=O)CCC4)cc1
→ 8%, -10%, -1.3%, -8%[10.9 µM]
COc1ccc(N2CCN(C(=O)Cn3c(=O)[nH]c4ccsc4c3=O)CC2)cc1
→ 17%, 3%, -1.8%, -6%
C[C@@]12CC[C@@H]3[C@H](CCC4=CC(=O)CC[C@]43C)[C@@H]1CC[C@@H]2C(=O)COS(=O)(=O)c1ccc(Br)cc1
→ 10%[9.22 µM], 17%[9.22 µM], 0.8%[11.4 µM], 21%[10.9 µM]
COc1ccc(OC)c(CCNc2ncnc3onc(C)c23)c1
→ -3%, -19%, -4.1%, -19%[10.9 µM]
Cc1ccc(CSc2nncn3c2cc2sccc23)cc1
→ 3%, 1%, -1.4%, -19%[10.9 µM]
c1cc(-c2nnc3n2CCC3)[nH]n1
→ -3%, 3%, 0.6%, 1%
Cc1ccccc1-c1noc(-c2ccc(N3CCCCC3)c([N+](=O)[O-])c2)n1
→ 0%, 16%, 7.2%, 2%[10.9 µM]
Cc1ccc(NC(=O)Nc2nnc(N(C)Cc3ccccc3)s2)c(C)c1
→ -5%, -21%, u, -9%[10.9 µM]
Cc1ccc(S(=O)(=O)N2CCCCC2)cc1C(=O)c1nccn1C
→ 4%, -6%, -0.7%, 5%
Cc1cccc2sc(NC(=O)CN(C)S(=O)(=O)c3cccs3)nc12
→ 6%, 12%, u, 3%
O=c1c2ccccc2n(Cc2cccc(F)c2)c(=O)n1Cc1ccccc1Cl
→ -1%, 7%, u, -6%[10.9 µM]
Cc1cccc(-c2nnc(C3CCN(S(=O)(=O)c4cccc(Cl)c4)CC3)o2)c1
→ -1%, -12%, 5.8%, -15%[10.9 µM]

Filtered by structure, those above with a CF3 group.
Values run as follows: p53ts 32C tox, p53ts 39C tox, IkB sig inh, Imprint erasure
O=C(Nc1ccccc1C(F)(F)F)N1CC=C(c2c[nH]c3ccccc23)CC1
→ 16%, 12%, -2.4%, 14%[10.9 µM]
O=C(NC1CCCCC1)C(c1ccncc1)N(CC1CCCO1)C(=O)C(F)(F)F (stereo unspecified)
→ -4%, -10%, 1.1%, -9%
COc1cccc(-c2nnc(-c3ccc(C(F)(F)F)cc3)o2)c1OC
→ -25%, -13%, x, x

Continuation:
Values run as follows: p53ts 32C tox, p53ts 39C tox, IkB sig inh, Imprint erasure
CCN(CC)CCNC(=O)c1ccc(Cc2nc3ccccc3[nH]2)cc1
→ -7%, -3%, x, x
c1ccc(-c2noc(-c3ccncc3)n2)nc1
→ u, u, 0.7%, -92%[inhibitor]
COc1ccc(N=[N+]([O-])c2ccc(OC)cc2)cc1
→ -3%[1.84 µM], 16µM*, u, -70%[inhibitor]
COc1ccc(OCC(=O)NCC(c2ccc(Cl)cc2)N2CCCCC2)cc1 (stereo unspecified)
→ 1%, -5%, u, -18%[10.9 µM]
CCCC1(C(=O)OC)NC(c2ccco2)C2C(=O)N(c3ccc(C)cc3)C(=O)C21 (stereo unspecified)
→ -8%, -3%, 6.3%, -8%
COc1ccc(C(=O)Nc2nnc(S(=O)(=O)N3CCCCCC3)s2)cc1OC
→ 0%, -20%, -1.2%, -13%[10.9 µM]
CC1=C(c2ccc(C(C)C)cc2)S(=O)(=O)N=C1N1CCN(c2ccccc2F)CC1
→ u, u, -1.5%, -8%[10.9 µM]
Brc1ccc(-c2nc(-c3cccnc3)no2)o1
→ -19%, -15%, -1.0%, -46%[inhibitor]
Cc1cc[n+](-c2[nH]c(=O)sc2/C=N/NC([S-])=Nc2ccccc2)cc1C
→ u, -9%, x, x
Cc1nc2c(ccc3nc(NC(=O)c4ccc5c(c4)OCCO5)sc32)s1
→ 4µM*, 3.2µM*, u, -1%
COc1ccc(Cl)cc1NC(=O)CSc1nc(-c2ccco2)cc(C(F)(F)F)n1
→ -5%, u, u, -7%[10.9 µM]
Cc1cccc(CNS(=O)(=O)c2ccc(-c3coc(C)n3)cc2)c1
→ -3%, u, 1.2%, 12%[10.9 µM]
COc1ccccc1N1CCN(CC(=O)Nc2cc(C)nn2-c2nc(C)cc(C)n2)CC1
→ 1%, 13%, -0.3%, -7%
CC1CCCCN1Cc1ccc(-c2nnn(CC(=O)NC3CCCCC3)n2)cc1 (stereo unspecified)
→ 4%, 25%, x, x
CCc1ccccc1N(CC(=O)O)S(C)(=O)=O
→ 8%, 3%, 0.9%, 0%
Cc1c(/C=C(\C#N)C(=O)Nc2cccc(Cl)c2)c2ccccc2n1Cc1ccccc1Cl
→ 16%, 9%, u, -14%[10.9 µM]
CCCCn1c(=N)n(CC(=O)C(C)(C)C)c2ccccc21
→ 2%, 9%, 0.1%, -7%
COc1ccc(S(=O)(=O)N2CCN(c3ccc(F)cc3)CC2)cc1-c1noc(C)n1
→ 5%, -4%, 1.0%, -11%[10.9 µM]
CCCCOc1ccc(-c2nnn(CCC(=O)N3CCOCC3)n2)cc1
→ u, u, 1.0%, -16%
